High-throughput results as filed in PubChem BioAssay.
FadD28 FP inh = blocks FadD28 binding to the bisubstrate probe; inhibition, % at 12.5 µM; fluorescence polarization; 0.22% of 360,000 active; in the data active = inhibition above about 8.5%, passing the limit was not always enough; inconclusive = no clear call, values can overlap the other calls
BoNT F protease = inhibitors of Botulinum neurotoxin F light chain protease; Multiplex microsphere protease cleavage assay, flow cytometry; inhibition, % at 10 µM; 0.22% of 360,000 active; in the data active = inhibition above about 35%, passing the limit was not always enough; inconclusive = no clear call, values can overlap the other calls; also: plate controls were buffer without enzyme for full effect and enzyme alone for no effect
GDH-TPI inh = counter-screen for M. tuberculosis FBA inhibitors: GDH-TPI coupled enzymes. AID 588335. inhibition, % at 4.8 µM. 1.2% of 360,000 active. GDH-TPI coupled enzyme counterscreen, NADH absorbance; in the data active = inhibition above about 30%;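 also: 0% = DMSO wells and 100% = wells lacking the enzyme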
PfHsp40 yeast = compounds rescuing yeast from Plasmodium falciparum HSP40 toxicity; S. cerevisiae expressing PfHsp40, growth rescue, ATP luminescence; growth rescue, % at 12.5 µM; 0.68% of 340,000 active; in the data active = growth rescue above about 28%, passing the limit was not always enough; inconclusive = no clear call, values can overlap the other calls;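 also: yeast W303a lacking pdr1 and pdr3 grown in galactose medium; growth measured after three days at 30 °C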
BioA inh = blocks M. tuberculosis BioA enzyme activity. inhibition, % at 9.99 µM. 0.096% of 360,000 active. purified M. tuberculosis BioA enzyme, plate reader; in the data active = inhibition above about 40%; inconclusive = no clear call, values can overlap the other calls
Mtb FBA inh = Mtb fructose-bisphosphate aldolase inhibition; P9WQA3; purified M. tuberculosis FBA, fluorescence read-out; inhibition, % at 1 µM; 2.3% of 360,000 active; AID 588726; in the data active = inhibition above about 27%;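 also: 0% = vehicle and 100% = reference inhibitor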
BoNT A protease = blocks Botulinum neurotoxin A light chain protease | multiplex microsphere protease substrate cleavage, flow cytometry | inhibition, % at 10 µM | 0.17% of 360,000 active; also: plate controls were buffer without enzyme for full effect and enzyme alone for no effect
Anthrax LF prot = inhibitors of Bacillus anthracis lethal factor protease | inhibition, % at 10 µM | AID 588501 | 0.12% of 360,000 active | multiplex microsphere protease cleavage assay, LF; also: plate controls were buffer without enzyme for full effect and enzyme alone for no effect
Target sequence (P15917 whole entry, looked up): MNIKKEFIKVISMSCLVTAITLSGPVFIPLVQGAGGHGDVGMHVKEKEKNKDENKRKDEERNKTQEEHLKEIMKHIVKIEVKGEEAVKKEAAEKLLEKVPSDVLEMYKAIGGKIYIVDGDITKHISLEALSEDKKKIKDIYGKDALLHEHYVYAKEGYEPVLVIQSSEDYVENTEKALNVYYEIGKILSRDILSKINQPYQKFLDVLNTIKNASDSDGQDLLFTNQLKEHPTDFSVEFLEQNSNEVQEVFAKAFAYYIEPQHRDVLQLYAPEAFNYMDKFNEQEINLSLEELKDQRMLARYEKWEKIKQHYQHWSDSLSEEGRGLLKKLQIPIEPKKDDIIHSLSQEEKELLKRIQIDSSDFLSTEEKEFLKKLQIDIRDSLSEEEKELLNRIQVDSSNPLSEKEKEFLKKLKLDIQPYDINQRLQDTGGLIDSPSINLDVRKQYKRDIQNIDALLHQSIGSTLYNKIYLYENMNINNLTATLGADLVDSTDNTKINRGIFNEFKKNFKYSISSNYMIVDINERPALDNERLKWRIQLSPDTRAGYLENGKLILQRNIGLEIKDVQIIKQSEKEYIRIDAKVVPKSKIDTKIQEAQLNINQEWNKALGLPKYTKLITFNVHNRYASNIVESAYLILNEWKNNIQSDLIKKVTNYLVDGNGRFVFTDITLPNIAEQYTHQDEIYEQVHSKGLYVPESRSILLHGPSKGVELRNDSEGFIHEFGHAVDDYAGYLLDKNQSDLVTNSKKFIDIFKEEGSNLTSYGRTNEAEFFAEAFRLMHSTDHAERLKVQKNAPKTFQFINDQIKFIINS
UGM FP inh = Mtb UDP-galactopyranose mutase inhibition. P9WIQ1. purified UGM, fluorescence polarization probe displacement. inhibition, % at 10 µM. 0.06% of 320,000 active. AID 504406; in the data active = inhibition above about 10%, passing the limit was not always enough; inconclusive = no clear call, values can overlap the other calls
* marks the source's active call; other numbers are inactive results; ? = inconclusive; . = not tested or not shown; & = joins results of further samples. Rule as the data show it, unless noted: active = inhibition above about 30%; inconclusive = no clear call, values can overlap the other calls; inactive = below that.

compound	FadD28 FP inh	BoNT F protease	GDH-TPI inh	PfHsp40 yeast	BioA inh	Mtb FBA inh	BoNT A protease	Anthrax LF prot	UGM FP inh
O=C(NCc1nnnn1-c1ccc(Cl)cc1)C(=O)c1c[nH]c2ccccc12	-5.5	-0.5	25.5	.	3.5	7.4	-0.3	-1.0	.
C[C@H](CO)N1C[C@H](C)[C@@H](CN(C)S(=O)(=O)c2cn(C)cn2)OCc2cn(nn2)CCCC1=O	-3.7	-3.0	2.4	.	-1.5&1.0	-2.1	-0.7	5.2	.
Cc1nn(CC(=O)N2CCCCCC2)c(=O)c2cc3occc3n12	-5.5	-0.6	3.1	0.6	3.7	-4.2	-0.2	-1.9	0.1
O=C(Nc1ccccc1)[C@@H]1CC=C[C@@H]2CCN(Cc3ccc(Cl)c(Cl)c3)C(=O)[C@@H]21	-5.9	-4.5	6.9	2.7	-0.8	-0.6	-0.2	-9.1	3.8
Cc1cc(C)cc(CC(=O)N2CCC2(C)C(=O)NS(=O)(=O)c2ccc(C#N)cc2)c1 (configuration not stated)	-2.0	-1.5	2.7	.	-1.1	-0.6	-0.1	-8.2	.
O=C(CN1C(=O)NC2(CCCCC2)C1=O)Nc1ccccc1N1CCCCC1	.	1.0	0.4	1.0	-0.9	2.5	-1.6	-1.5	0.3
CCOc1ccc(NC(=O)CN(C)C(=O)c2cn(-c3ccc(C)cc3)nc2-c2cccc(OC)c2)cc1OCC	-3.0	-8.5	5.6	3.8	5.4	-0.7	-0.7	-9.2	.
CCCN1C(=O)/C(=C/c2ccc(C)o2)SC1=Nc1ccc(OCC)cc1	-1.7	-14.8	16.1	-2.2	-5.0	1.8	-0.7	-0.8	1.9
O=C(O)C1CCCCC1C(=O)Nc1ccc(F)c(F)c1 (configuration not stated)	1.2	-9.6	1.5	-1.5	.	4.8	-0.2	-0.3	0.1
Cc1oc2ccc(Br)cc2c(=O)c1-c1nn[nH]n1	-0.3	-3.2	1.2	-0.8	.	1.1	-1.2	-5.0	3.5
CCS(=O)(=O)Nc1cccc(C2=NN(S(=O)(=O)c3ccccc3)C(c3ccco3)C2)c1 (configuration not stated)	-1.3	-6.1	16.5	1.9	.	-0.8	0.5	0.5	4.8
COc1cc(NC(=O)[C@@H]2O[C@H](CO)[C@@H](O)[C@H]2O)cc(OC)c1OC	-2.5	0.2	-7.1	.	0.3	-1.2	0.1	1.1	.
Cc1ccc(N/C=C/C(=O)c2ccccc2)cc1Br	-0.9	-13.1	27.1	-0.1	2.8	-0.6	-0.1	-4.9	2.0
COCCn1c(SCC(=O)Nc2cc(C)on2)nc2c(c1=O)SC(C)C2 (configuration not stated)	0.1	0.3	20.6	-2.0	.	4.2	-1.3	0.2	1.1
CN(C)S(=O)(=O)n1cc(/C=C(\NC(=O)c2ccccc2)C(=O)N2CCCC2)c2ccccc21	-2.3	-5.4	9.4	1.7	-1.2	0.9	0.0	-1.8	-1.3
CCCOc1ccc(C2c3c(oc4ccccc4c3=O)C(=O)N2CCCN2CCOCC2)cc1 (configuration not stated)	-2.4	-4.1	6.4	0.4	11.8	2.2	-0.1	-4.2	-1.4
CCCCCC(=O)N1C[C@@H](n2cc(-c3ccc(F)cc3)nn2)[C@H](O)C[C@@H]1c1ccc(Cl)cc1	-1.2	2.5	7.5	.	1.3	2.3	0.3	-7.0	.
CCOC(=O)c1c(S(=O)(=O)NCC(=O)Nc2ccc(C)cc2)c(C)n(C)c1C	-3.0	1.6	-3.0	-1.6	0.6	-2.4	-1.6	-0.3	-1.8
CCOC(=O)c1ccc(NS(=O)(=O)c2c(C)nc3sccn3c2=O)cc1	-0.3	-4.3	35.1*	0.6	-0.1	1.5	-0.6	-10.1	2.2
COc1cccc(CN2CCC(n3nccc3NC(=O)CCCc3ccccc3)CC2)c1O	-2.9	12.4	4.3	0.8	0.2	-4.1	-1.4	-0.3	5.9
CC1CC(C)CN(S(=O)(=O)c2ccc3c(c2)NC(=O)C(C)C(=O)N3)C1 (configuration not stated)	-2.0	-10.2	5.3	-0.1	0.0	-1.1	0.0	-2.9	-0.8
O=C(Nc1nc(-c2ccccc2)cs1)C1CCCN(S(=O)(=O)c2cccc([N+](=O)[O-])c2)C1 (configuration not stated)	-1.3	10.3	4.1	-0.1	.	4.1	0.0	-0.5	-2.9
Cc1ccc(NC(=O)CCCNC(=O)c2ccc(Cl)cc2)cc1S(=O)(=O)N1CCCCC1	-5.4	2.9	-0.7	0.3	0.9	-1.0	5.9	?	.
CN1C(C(=O)NCc2cccc(C(F)(F)F)c2)CC2Cn3c(nc4cc(Cl)c(Cl)cc43)C21 (configuration not stated)	-3.0	-13.1	-2.5	0.6	-1.7	1.7	-0.7	-5.6	-0.6
Cc1ccc(OCC(=O)Nc2ccccc2F)cc1C	-1.7	-2.0	5.6	-1.4	.	5.0	-0.3	-1.0	.

Reformatted: results already given.
Results follow in this order: FadD28 FP inh | BoNT F protease | GDH-TPI inh | PfHsp40 yeast | BioA inh | Mtb FBA inh | BoNT A protease | Anthrax LF prot | UGM FP inh
- COc1cc(NC(=O)[C@@H]2O[C@H](CO)[C@@H](O)[C@H]2O)cc(OC)c1OC
 : -2.5 | 0.2 | -7.1 | . | 0.3 | -1.2 | 0.1 | 1.1 | .
- Cc1ccc(N/C=C/C(=O)c2ccccc2)cc1Br
 : -0.9 | -13.1 | 27.1 | -0.1 | 2.8 | -0.6 | -0.1 | -4.9 | 2.0
- COCCn1c(SCC(=O)Nc2cc(C)on2)nc2c(c1=O)SC(C)C2 (configuration not stated)
 : 0.1 | 0.3 | 20.6 | -2.0 | . | 4.2 | -1.3 | 0.2 | 1.1

One compound at a time, as listed above. Screens in order: FadD28 FP inh	BoNT F protease	GDH-TPI inh	PfHsp40 yeast	BioA inh	Mtb FBA inh	BoNT A protease	Anthrax LF prot	UGM FP inh
COc1cc(NC(=O)[C@@H]2O[C@H](CO)[C@@H](O)[C@H]2O)cc(OC)c1OC is entered as -2.5	0.2	-7.1	.	0.3	-1.2	0.1	1.1	.
CCS(=O)(=O)Nc1cccc(C2=NN(S(=O)(=O)c3ccccc3)C(c3ccco3)C2)c1 (configuration not stated) is entered as -1.3	-6.1	16.5	1.9	.	-0.8	0.5	0.5	4.8

Reformatted: three of the compounds above.
> O=C(O)C1CCCCC1C(=O)Nc1ccc(F)c(F)c1 (configuration not stated)
- FadD28 FP inh = 1.2
- BoNT F protease = -9.6
- GDH-TPI inh = 1.5
- PfHsp40 yeast = -1.5
- BioA inh = .
- Mtb FBA inh = 4.8
- BoNT A protease = -0.2
- Anthrax LF prot = -0.3
- UGM FP inh = 0.1

> Cc1oc2ccc(Br)cc2c(=O)c1-c1nn[nH]n1
- FadD28 FP inh = -0.3
- BoNT F protease = -3.2
- GDH-TPI inh = 1.2
- PfHsp40 yeast = -0.8
- BioA inh = .
- Mtb FBA inh = 1.1
- BoNT A protease = -1.2
- Anthrax LF prot = -5.0
- UGM FP inh = 3.5

> CCS(=O)(=O)Nc1cccc(C2=NN(S(=O)(=O)c3ccccc3)C(c3ccco3)C2)c1 (configuration not stated)
- FadD28 FP inh = -1.3
- BoNT F protease = -6.1
- GDH-TPI inh = 16.5
- PfHsp40 yeast = 1.9
- BioA inh = .
- Mtb FBA inh = -0.8
- BoNT A protease = 0.5
- Anthrax LF prot = 0.5
- UGM FP inh = 4.8

Later entries:
compound	FadD28 FP inh	BoNT F protease	GDH-TPI inh	PfHsp40 yeast	BioA inh	Mtb FBA inh	BoNT A protease	Anthrax LF prot	UGM FP inh
O=C1/C(=C/c2ccc([N+](=O)[O-])cc2)N2CCC1CC2	-2.4	-6.5	29.8	0.2	0.1	-3.8	-0.2	0.9	-1.9
CCC(=O)Nc1ccc2nc(C3CC3)n(Cc3ccc(C(C)(C)C)cc3)c(=O)c2c1	0.6	-3.2	13.9	1.2	-1.3	-0.6	-0.6	3.7	-0.4
Cc1ccsc1C1C2=C(CCCC2=O)Nc2ncnn21 (configuration not stated)	-1.9	-2.6	6.8	-0.1	-2.5	1.5	-0.5	1.5	-1.4
CCOC(=O)Nc1ccc(S(=O)(=O)N2CCC(C)CC2)cc1	-1.2	-1.9	6.1	6.0	-0.2	-0.8	-0.4	-3.8	0.9

Hits appear at their usual frequency. Share with any hit: about 4.7%.
